Platelet DG rel – modulates dense granule release in human platelets. human platelet-rich plasma, SFLLRN dense granule ATP release, luminescence. inhibition, %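 (compounds screened at 7.5 µM in platelet-rich plasma)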. hit rate 0.22% among 300,000. AID 1663;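 active means mean replicate score, as percent of positive control, at or above 50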
TRPC4 inh – TRPC4 (mouse) channel inhibition; Q9QUQ5; HEK293 TRPC4beta/mu-opioid, DAMGO-evoked Fluo4 calcium flux; active compounds read low; B-score at 10 µM; hit rate 0.39% among 300,000; AID 2247;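 active means B-score over 3 SD under the library average, no early fluorescence shift, positive overall ratio signal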
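material = TRPC4beta/mu-opioid receptor HEK293 cell line | probe or stimulus = sequential submaximal and maximal DAMGO stimulation | compound dosing = one concentration per compound | measured by = Fluo4 Ca2+ flux fluorescence | evaluation = integrated fluorescence ratio relative to baseline, converted to per-well B score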
MrgX1 antag – human MrgX1 receptor antagonism, primary screen. AID 588676. Q96LB2. B-score at 10 µM. MRGX1-HEK293 calcium flux, Fluo-4, BAM8-22 antagonism; active compounds read low. hit rate 1.3% among 310,000;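 active means calcium-response B-score plate-corrected more than 3 library SD below zero, starting fluorescence within 5 deviations, no agonist response on first addition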;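 further: peak minus trough fluorescence over baseline after final BAM8-22 challenge near maximal dose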
Target sequence (Q96LB2 whole entry, looked up): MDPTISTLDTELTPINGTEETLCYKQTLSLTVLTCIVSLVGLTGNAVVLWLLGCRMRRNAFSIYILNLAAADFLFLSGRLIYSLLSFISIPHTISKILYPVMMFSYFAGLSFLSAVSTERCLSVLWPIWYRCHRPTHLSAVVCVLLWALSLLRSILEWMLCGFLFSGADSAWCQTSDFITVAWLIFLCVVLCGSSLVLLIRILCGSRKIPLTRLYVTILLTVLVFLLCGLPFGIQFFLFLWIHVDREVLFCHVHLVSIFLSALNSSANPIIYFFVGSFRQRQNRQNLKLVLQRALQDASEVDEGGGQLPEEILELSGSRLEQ
SKKanGAS inh – SKKanGAS growth inhibition; S. pyogenes SKKanGAS, kanamycin growth, BacTiter-Glo, 6 h; hit rate 1.3% among 300,000; AID 1662; inhibition, % at 7.5 µM;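 active means mean replicate score, as percent of positive control median, at least 50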;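 further: strain carries kanamycin resistance gene driven by streptokinase promoter and grows in 40 µg/ml kanamycin; loss of luminescence reflects streptokinase promoter inhibition or plain growth inhibition; 0% = median of DMSO wells and 100% = positive control at its reference dose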
RGS4 block – human RGS4 inhibition; AID 463165; B-score at 10 µM; HEK293 M3R/RGS4 inducible, Fluo-4 calcium flux; active compounds read high; triggered by carbachol at its EC20; hit rate 0.45% among 310,000; P49798;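 active means B-score, a plate-corrected calcium signal, over three deviations above library mean, with baseline fluorescence within five deviations of library mean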;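 further: RGS4 expression induced by doxycycline in cells with stable M3 receptor; B-score is computed from the integrated fluorescence ratio over baseline after carbachol; higher B-score means a larger calcium signal and so more RGS4 inhibition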
Target sequence (P49798 whole entry, looked up): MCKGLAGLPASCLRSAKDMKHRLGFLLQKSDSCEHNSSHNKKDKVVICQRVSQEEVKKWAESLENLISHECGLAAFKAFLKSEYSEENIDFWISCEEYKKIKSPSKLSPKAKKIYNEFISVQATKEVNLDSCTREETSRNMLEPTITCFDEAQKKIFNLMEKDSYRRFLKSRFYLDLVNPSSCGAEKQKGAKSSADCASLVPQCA
MrgX1 allo act – allosterically activates human MrgX1 receptor signaling | Q96LB2 | MrgX1-HEK293, Fluo-4 calcium flux, FDSS; active compounds read high | B-score at 10 µM | hit rate 0.63% among 310,000 | AID 588675;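 active means plate-corrected calcium response at least 3 library SD above typical, normal starting fluorescence, not activating the receptor alone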;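 further: compound read alongside a low EC10 to EC30 dose of BAM8-22 agonist; peak minus trough fluorescence over baseline measured at the second addition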
TRPC6 act – mouse TRPC6 channel activation; Q61143; HEK293-TRPC6 membrane potential dye fluorescence; active compounds read high; B-score at 10 µM; hit rate 0.13% among 310,000; AID 2550;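 active means B-score of the integrated fluorescence ratio above library mean plus 3 SD, and starting fluorescence ratio within library mean plus 5 SD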;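 further: higher score means more depolarization so channel activation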
RGS4 act – potentiators or activators of RGS4; HEK293 M3R/inducible RGS4, carbachol calcium flux Fluo4; active compounds read low; hit rate 0.92% among 310,000; B-score at 10 µM;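 active means B-score of the integrated calcium signal more than 4 SD below the library mean, with starting fluorescence not abnormally high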;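 further: negative B-score means reduced calcium response which marks RGS4 activation or potentiation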
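Assay system: HEK293 FlpIn-TREx cells, stable M3R, doxycycline-inducible RGS4 / Probe or stimulus: carbachol, ECmax concentration / Times: overnight RGS4 induction, 30 min dye load 37 °C, 20 min compound RT / Signal: kinetic calcium fluorescence imaging with Fluo4-AM dye, 2 µM / Measure: Agonist-evoked peak-minus-minimum fluorescence over baseline, integrated ratio, B score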
MrgX1 agonist – agonists of human MrgX1 receptor. MrgX1-HEK293 cells, Fluo-4 calcium fluorescence, agonist mode; active compounds read high. B-score at 10 µM. hit rate 0.44% among 310,000;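 active means calcium response B-score plate-corrected fluorescence ratio at least 3 library SD, with starting fluorescence B-score inside 5 SD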
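System – MrgX1-expressing HEK293 cells · Incubation – cells plated overnight, dye loaded 0.5 h 37 °C, 0.5 h room temperature · Technique – kinetic Fluo-4 NW fluorescence of intracellular calcium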
TRPC6 inh – mouse TRPC6 channel inhibition | HEK293-TRPC6, membrane potential dye, ACh-evoked depolarization; active compounds read low | B-score at 10 µM | hit rate 1.1% among 310,000 | Q61143 | AID 2553;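 active means B-score under library mean minus 3 SD, initial fluorescence not abnormally high, positive integrated signal ratio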;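 further: B-score derived from integrated fluorescence ratio over the kinetic read; more negative B-score means stronger inhibition of depolarization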
HIF activator – HIF pathway transcriptional activation; hit rate 0.32% among 300,000; U2OS HRE-luciferase reporter, luminescence; normalized: DMSO 0%, desferrioxamine 100%; activation, % at 7.5 µM (by protocol);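 active means mean activation of at least 10% of the iron chelator positive control signal, with at least half of replicates also reaching 10%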
The depositor's hits bear a star.

Results for COc1ccc(NC2=NC(C)(CO)CS2)cc1 (centres undefined) ?
Platelet DG rel: 4; TRPC4 inh: inactive; MrgX1 antag: inactive; SKKanGAS inh: -4; RGS4 block: inactive; MrgX1 allo act: inactive; TRPC6 act: inactive; RGS4 act: inactive; MrgX1 agonist: inactive; TRPC6 inh: inactive; HIF activator: 0.8

How did Cc1ccc(Nc2nnc(SCc3cc(=O)n4ccsc4n3)s2)c(C)c1 do in these assays?
Platelet DG rel: 17; TRPC4 inh: inactive; MrgX1 antag: -7*; SKKanGAS inh: 7; RGS4 block: inactive; MrgX1 allo act: inactive; TRPC6 act: inactive; RGS4 act: inactive; MrgX1 agonist: inactive; TRPC6 inh: inactive; HIF activator: 0.1

How did CCC(=O)N1CCc2cc(S(=O)(=O)CCC(=O)NCCC3=CCCCC3)ccc21 do in these assays?
Platelet DG rel: 0; TRPC4 inh: inactive; MrgX1 antag: inactive; SKKanGAS inh: -2; RGS4 block: inactive; MrgX1 allo act: inactive; TRPC6 act: inactive; RGS4 act: inactive; MrgX1 agonist: inactive; TRPC6 inh: inactive; HIF activator: -6.0

Results for COc1cccc(NC(=O)C2c3cc(OC)c(OC)cc3C(=O)N(C)C2c2cccnc2)c1 (centres undefined) ?
Platelet DG rel: 4; TRPC4 inh: inactive; MrgX1 antag: inactive; SKKanGAS inh: 5; RGS4 block: inactive; MrgX1 allo act: inactive; TRPC6 act: inactive; RGS4 act: inactive; MrgX1 agonist: inactive; TRPC6 inh: inactive; HIF activator: 4.4

Results for Cn1c(=O)c2ccccc2n(CC(=O)NC2CCCC2)c1=O ?
Platelet DG rel: 1; TRPC4 inh: inactive; MrgX1 antag: inactive; SKKanGAS inh: -1; RGS4 block: inactive; MrgX1 allo act: inactive; TRPC6 act: inactive; RGS4 act: inactive; MrgX1 agonist: inactive; TRPC6 inh: inactive; HIF activator: -0.5

What do the screens show for `CN1C(=O)N(C)C2(c3ccccc3)N(C(C)(C)C)C(=O)NC12c1ccccc1` (centres undefined)?
Platelet DG rel: 9; TRPC4 inh: inactive; MrgX1 antag: inactive; SKKanGAS inh: 4; RGS4 block: inactive; MrgX1 allo act: inactive; TRPC6 act: inactive; RGS4 act: inactive; MrgX1 agonist: inactive; TRPC6 inh: inactive; HIF activator: 0.0

What do the screens show for `CN1CCN(c2cc(=O)n(-c3ccc(Cl)cc3)c(=O)[nH]2)CC1`?
Platelet DG rel: -2; TRPC4 inh: inactive; MrgX1 antag: inactive; SKKanGAS inh: 0; RGS4 block: inactive; MrgX1 allo act: inactive; TRPC6 act: inactive; RGS4 act: inactive; MrgX1 agonist: inactive; TRPC6 inh: inactive; HIF activator: -0.3

What do the screens show for `O=C(NNC(=O)C1C2CCC(C2)C1C(=O)O)c1cccc(Cl)c1` (centres undefined)?
Platelet DG rel: -8; TRPC4 inh: inactive; MrgX1 antag: inactive; SKKanGAS inh: 3; RGS4 block: inactive; MrgX1 allo act: inactive; TRPC6 act: inactive; RGS4 act: inactive; MrgX1 agonist: inactive; TRPC6 inh: inactive; HIF activator: 0.4

How did O=c1oc2ccccc2cc1-c1csc(Cc2nc(-c3ccc(Br)cc3)cs2)n1 do in these assays?
Platelet DG rel: -7; TRPC4 inh: inactive; MrgX1 antag: inactive; SKKanGAS inh: -4; RGS4 block: inactive; MrgX1 allo act: inactive; TRPC6 act: inactive; RGS4 act: inactive; MrgX1 agonist: inactive; TRPC6 inh: inactive; HIF activator: 0.4

What do the screens show for `COc1ccc(OC)c(C(C)NC(=S)Nc2ccc(S(=O)(=O)Nc3ncccn3)cc2)c1` (centres undefined)?
Platelet DG rel: 3; TRPC4 inh: inactive; MrgX1 antag: inactive; SKKanGAS inh: 3; RGS4 block: inactive; MrgX1 allo act: inactive; TRPC6 act: inactive; RGS4 act: inactive; MrgX1 agonist: inactive; TRPC6 inh: inactive; HIF activator: 0.2

How did CC(Sc1ncc(C#N)c(N)n1)C(=O)Nc1ccccc1 (centres undefined) do in these assays?
Platelet DG rel: 2; TRPC4 inh: inactive; MrgX1 antag: inactive; SKKanGAS inh: 1; RGS4 block: inactive; MrgX1 allo act: inactive; TRPC6 act: inactive; RGS4 act: inactive; MrgX1 agonist: inactive; TRPC6 inh: inactive; HIF activator: -1.1

Results for Cc1nn(C)c(C(=O)Nc2cccc(CN3CCOCC3)c2)c1Br ?
Platelet DG rel: -12; TRPC4 inh: inactive; MrgX1 antag: inactive; SKKanGAS inh: -5; RGS4 block: inactive; MrgX1 allo act: inactive; TRPC6 act: inactive; RGS4 act: inactive; MrgX1 agonist: inactive; TRPC6 inh: inactive; HIF activator: -0.3

How did CCOC(=O)c1c(CSc2ccccc2)n(C)c2ccc(O)cc12 do in these assays?
Platelet DG rel: 6; TRPC4 inh: inactive; MrgX1 antag: inactive; SKKanGAS inh: -3; RGS4 block: inactive; MrgX1 allo act: inactive; TRPC6 act: inactive; RGS4 act: inactive; MrgX1 agonist: inactive; TRPC6 inh: inactive; HIF activator: -1.2

How did CCCN(CCC)c1nc(C)cc(C(C#N)c2nc3ccccc3o2)n1 (centres undefined) do in these assays?
Platelet DG rel: -1; TRPC4 inh: inactive; MrgX1 antag: inactive; SKKanGAS inh: -10; RGS4 block: inactive; MrgX1 allo act: inactive; TRPC6 act: inactive; RGS4 act: inactive; MrgX1 agonist: inactive; TRPC6 inh: inactive

What do the screens show for `COc1cc(/C=N/NC(=O)c2ccc(-c3ccccc3)cc2)cc(OC)c1OC`?
Platelet DG rel: -11; TRPC4 inh: inactive; MrgX1 antag: inactive; SKKanGAS inh: 1; RGS4 block: inactive; MrgX1 allo act: inactive; TRPC6 act: inactive; RGS4 act: inactive; MrgX1 agonist: inactive; TRPC6 inh: inactive; HIF activator: 2.8

What do the screens show for `CC(C)OC(=O)CC1C(=O)NCCN1C(=O)COc1ccc(C(C)(C)C)cc1` (centres undefined)?
Platelet DG rel: 5; TRPC4 inh: inactive; MrgX1 antag: inactive; SKKanGAS inh: 0; RGS4 block: inactive; MrgX1 allo act: inactive; TRPC6 act: inactive; RGS4 act: inactive; MrgX1 agonist: inactive; TRPC6 inh: inactive; HIF activator: 0.2

Results for CCn1c(=O)c2c(nc3n2CCCN3CCc2ccc(OC)c(OC)c2)n(C)c1=O ?
Platelet DG rel: -9; TRPC4 inh: inactive; MrgX1 antag: inactive; SKKanGAS inh: 0; RGS4 block: inactive; MrgX1 allo act: inactive; TRPC6 act: inactive; RGS4 act: inactive; MrgX1 agonist: inactive; TRPC6 inh: inactive; HIF activator: -58

What do the screens show for `CCCNC(=O)C1CC(c2ccc(C(F)(F)F)cc2)=NO1` (centres undefined)?
Platelet DG rel: 4; TRPC4 inh: inactive; MrgX1 antag: inactive; SKKanGAS inh: -5; RGS4 block: inactive; MrgX1 allo act: inactive; TRPC6 act: inactive; RGS4 act: inactive; MrgX1 agonist: inactive; TRPC6 inh: inactive; HIF activator: -0.5

How did Cc1nc(SCC(=O)Nc2ccc(F)cc2)c(C#N)c(C)c1CC(=O)c1ccc(Br)cc1 do in these assays?
Platelet DG rel: -24; TRPC4 inh: inactive; MrgX1 antag: inactive; SKKanGAS inh: 2; RGS4 block: inactive; MrgX1 allo act: inactive; TRPC6 act: inactive; RGS4 act: inactive; MrgX1 agonist: inactive; TRPC6 inh: inactive; HIF activator: -0.4

What do the screens show for `O=C(NCC1OCCc2ccccc21)c1ccco1` (centres undefined)?
Platelet DG rel: 2; TRPC4 inh: inactive; MrgX1 antag: inactive; SKKanGAS inh: -1; RGS4 block: inactive; MrgX1 allo act: inactive; TRPC6 act: inactive; RGS4 act: inactive; MrgX1 agonist: inactive; TRPC6 inh: inactive; HIF activator: 0.2

How did CCOC(=O)Cn1nnc(-c2ccc(S(C)(=O)=O)cc2)n1 do in these assays?
Platelet DG rel: 17; TRPC4 inh: inactive; MrgX1 antag: inactive; SKKanGAS inh: -2; RGS4 block: inactive; MrgX1 allo act: inactive; TRPC6 act: inactive; RGS4 act: inactive; MrgX1 agonist: inactive; TRPC6 inh: inactive; HIF activator: 0.1

Results for Cc1c(NC(=O)Cn2nc(C(F)(F)F)c3c2CCCC3)c(=O)n(-c2ccccc2)n1C ?
Platelet DG rel: 0; TRPC4 inh: inactive; MrgX1 antag: inactive; SKKanGAS inh: -1; RGS4 block: inactive; MrgX1 allo act: inactive; TRPC6 act: inactive; RGS4 act: inactive; MrgX1 agonist: inactive; TRPC6 inh: inactive; HIF activator: -0.2

What do the screens show for `Cc1ccc(S(=O)(=O)N2CCOCC2)cc1NC(=O)COc1ncnc2ccccc12`?
Platelet DG rel: 0; TRPC4 inh: inactive; MrgX1 antag: inactive; SKKanGAS inh: -2; RGS4 block: inactive; MrgX1 allo act: inactive; TRPC6 act: inactive; RGS4 act: inactive; MrgX1 agonist: inactive; TRPC6 inh: inactive; HIF activator: 0.0

How did COc1ccc(CCNC(=O)c2cc(-c3ccncc3)nc3ccc(S(=O)(=O)N4CCOCC4)cc23)cc1OC do in these assays?
Platelet DG rel: -1; TRPC4 inh: inactive; MrgX1 antag: inactive; SKKanGAS inh: 1; RGS4 block: inactive; MrgX1 allo act: inactive; TRPC6 act: inactive; RGS4 act: inactive; MrgX1 agonist: inactive; TRPC6 inh: inactive; HIF activator: -0.5

How did CN(C(=O)CSc1nnc(N)s1)C1CCCCC1 do in these assays?
Platelet DG rel: -13; TRPC4 inh: inactive; MrgX1 antag: inactive; SKKanGAS inh: 1; RGS4 block: inactive; MrgX1 allo act: inactive; TRPC6 act: inactive; RGS4 act: inactive; MrgX1 agonist: inactive; TRPC6 inh: inactive; HIF activator: 0.4
